BAZ2B inh: BAZ2B (human) inhibition | Potency, µM (doses to about 114 µM), without a hit: at the highest dose activity change, negative = inhibition, usual class: inhibitors | Q9UIF8 | AlphaScreen BAZ2B-H3K14Ac peptide displacement | 4.4% of 360,000 active; further: potency means the concentration at half of the fitted maximal effect; on the % scale 0 is the no-effect control and ±100 the full control effect; nearly all actives have a fitted effect of over 60% in size
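AlphaScreen displacement of biotin-H3(5-23)K14Ac peptide (50 nM final) from BAZ2B (50 nM final) in PBS pH 7.4, 0.01% Tween-20; complex preformed 30 min RT, then compounds (top 110 uM) 30 min RT, beads 20 min dark.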
JMJD2A Tudor: inhibitors of human JMJD2A Tudor domain; O75164; AlphaScreen JMJD2A-Tudor / H3K4me3 peptide binding; Potency, µM (top dose mostly 114 µM), inactives show at the top dose activity change, negative = inhibition, usual class: inhibitors; 4.4% of 390,000 active; further: potency means the concentration at half of the fitted maximal effect; on the % scale 0 is the no-effect control and ±100 the full control effect; nearly all actives have a fitted effect of over 50% in size
ERG-DNA inh: ERG Ets/DNA interaction inhibition | Potency, µM (titrated, usually from 76.9 µM), without a hit: at the highest dose FP activity, negative = inhibition, hits mostly inhibitors | fluorescence polarization, His-ERG Ets domain / labelled DNA | 0.028% of 370,000 active | P11308; active means well fitted inhibition curve with a large enough effect in the polarisation, with a control signal flat; inconclusive means small, poorly fitted or top-dose-only effect, or effect the other way, or a change in a side signal; inactive means no such curve, though single readings can be large or run the other way; the % refers to the polarisation;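 further: polarization taken with two DNA probes labelled with fluorescein and Texas red; potency means the concentration at half of the fitted maximal effect; % of control where 0% means no effect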
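His-tagged ERG Ets domain (1 uM in the protein solution; 300mM KCl, 50mM Tris-HCl, 1mM EDTA, 1mM DTT, pH 7.5) received compound, then a probe mix of 5 nM fluorescein-DNA and 100nM Texas-615-DNA. Fluorescence polarization was read for both dyes.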
Tb PGK inh: inhibitors of T. brucei phosphoglycerate kinase | P07378 | PGK/GAPDH coupled, Kinase-Glo luminescence, 60 min | Potency, µM (top dose mostly 57.5 µM), inactives show at the top dose activity change, negative = inhibition, actives largely listed as inhibitors | 0.043% of 380,000 active; further: potency means the concentration at half of the fitted maximal effect; on the % scale 0 is the no-effect control and ±100 the full control effect; nearly all actives have a fitted effect of over 60% in size
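Luminescent ATP detection (Kinase-Glo Plus) follows a 60-minute room-temperature incubation, with wells lacking PGK as controls. Buffer: 100 mM TEA (pH 7.6), 5 mM MgCl2, 0.01% Tween-20. Coupling enzyme GAPDH (100 nM final) supplies unstable 1,3-BPG in-well.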
PI4K2A block: blocks human PI4K2A kinase activity. activity change, negative = inhibition, % at 76.9 µM. purified PI4K2A, ADP-Glo luminescence, 1 h; active compounds read low. 0.13% of 420,000 active. AID 1346378; in the data active means activity change below about -50%; inconclusive means mostly about -30% to -49%;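 further: -100% = wells without enzyme as full effect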
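Compounds are screened against recombinant PI4K2A using PI as substrate and ATP, the latter dispensed at 300 microM. Reactions run one hour at ambient temperature before ADP-Glo detection; full inhibition defined by wells lacking enzyme.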
G9a block: blocks human histone lysine methyltransferase G9a | Q96KQ7 | G9a H3K9 monomethylation, AlphaScreen, 2 h | Potency, µM (titrated, usually from 102 µM), inactives show at the highest dose activity, negative = inhibition, usual class: inhibitors | 8.8% of 350,000 active | AID 504332; further: potency means the concentration at half of the fitted maximal effect; on the % scale 0 is the no-effect control and ±100 the full control effect; nearly all actives have a fitted effect of over 75% in size
Target sequence (Q96KQ7 913-1193 limits assumed): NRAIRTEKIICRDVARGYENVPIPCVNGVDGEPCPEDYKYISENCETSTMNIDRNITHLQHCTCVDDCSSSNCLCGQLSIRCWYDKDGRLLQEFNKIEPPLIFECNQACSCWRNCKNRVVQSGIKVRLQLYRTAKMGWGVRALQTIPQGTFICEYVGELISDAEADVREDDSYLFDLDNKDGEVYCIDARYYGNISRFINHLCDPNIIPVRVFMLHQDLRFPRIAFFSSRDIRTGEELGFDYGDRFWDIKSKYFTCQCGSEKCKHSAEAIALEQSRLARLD
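Step 1: enzyme (final 20 nM) with compound, 15 min RT. Step 2: substrate peptide 500 nM and SAM 20 uM, 2 h RT. Step 3: anti-H3K9me1 antibody and AlphaScreen beads, 10 min, then plate read.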
GLS inh: glutaminase GLS (human) inhibition; O94925; GLS enzymatic activity, qHTS titration; Potency, µM (highest dose often 45.5 µM), for inactives: at the highest dose activity change, negative = inhibition, actives largely listed as inhibitors; 0.21% of 410,000 active; AID 624170; further: potency means the concentration at half of the fitted maximal effect; on the % scale 0 is the no-effect control and ±100 the full control effect
Target sequence (O94925 whole entry, looked up): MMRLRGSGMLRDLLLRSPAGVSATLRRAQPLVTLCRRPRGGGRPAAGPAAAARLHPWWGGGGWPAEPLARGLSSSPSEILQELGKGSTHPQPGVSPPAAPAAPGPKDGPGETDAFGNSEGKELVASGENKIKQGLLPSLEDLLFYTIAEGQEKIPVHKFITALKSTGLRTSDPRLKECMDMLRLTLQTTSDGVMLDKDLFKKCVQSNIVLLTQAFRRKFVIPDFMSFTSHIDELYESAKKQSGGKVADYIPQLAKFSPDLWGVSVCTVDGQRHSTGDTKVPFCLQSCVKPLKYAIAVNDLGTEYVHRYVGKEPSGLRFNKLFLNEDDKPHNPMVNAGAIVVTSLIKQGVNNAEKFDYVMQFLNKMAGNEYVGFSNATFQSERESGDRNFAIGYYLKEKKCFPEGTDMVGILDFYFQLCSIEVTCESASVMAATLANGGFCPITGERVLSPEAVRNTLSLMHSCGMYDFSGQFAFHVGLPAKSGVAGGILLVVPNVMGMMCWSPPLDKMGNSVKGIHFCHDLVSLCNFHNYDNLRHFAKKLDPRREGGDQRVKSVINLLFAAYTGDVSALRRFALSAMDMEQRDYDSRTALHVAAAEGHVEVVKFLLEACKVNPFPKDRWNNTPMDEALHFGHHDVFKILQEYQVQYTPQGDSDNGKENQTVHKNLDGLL
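Human kidney-isoform GLS in 45 mM KH2PO4 pH 8.2, 0.02% Tween-20, with compound, started with 1mM L-Glutamine (added stock). Glutamate oxidase/HRP/Amplex red coupled fluorescence read at start and after 30 min at RT.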
Pin1 inh: human Pin1 inhibition. Q13526. Potency, µM (titrated, usually from 115 µM), without a hit: at the top dose activity, negative = inhibition, actives largely listed as inhibitors. AID 504891. 0.009% of 390,000 active. Pin1 FP peptide displacement, HiFluor488, 10 min; active means well fitted inhibition curve with a large enough effect in the polarisation, with a control signal flat, not every such curve was filed as active; inconclusive means small, poorly fitted or top-dose-only effect, or effect the other way, or a change in a side signal; inactive means no such curve, though single readings can be large or run the other way; the % refers to the polarisation; further: potency means the concentration at half of the fitted maximal effect; on the % scale 0 is the no-effect control and ±100 the full control effect
HP1b binding inh: inhibitors of HP1-beta chromodomain binding to methylated histone tails | AlphaScreen HP1-beta / biotin-H3K9me3 peptide binding | 0.56% of 390,000 active | P83916 | Potency, µM (doses to about 114 µM), inactives show at the top dose activity change, negative = inhibition, actives largely listed as inhibitors; further: potency means the concentration at half of the fitted maximal effect; nearly all actives have a fitted effect of over 70% in size; inactives centre near 23
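HP1-beta protein (50 nM final) preincubated 30 min at room temperature with biotinylated H3(1-18)K9me3 peptide (50 nM) in PBS pH 7.4, 0.01% Tween-20, then compound added for 30 min. AlphaScreen streptavidin donor/nickel chelate acceptor beads (10 ug/mL final), 30 min dark, luminescence read.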
Starred values were filed as active, the others as inactive; i = inactive; ? = inconclusive; . = not tested or not shown; [ ] = remark or other dose. Unless noted, the call rests on the fitted dose curve; in most records, active means well fitted curve in the direction sought with a large enough effect; inconclusive means small, poorly fitted or top-dose-only effect, or another doubt; inactive means no such curve, though single readings can be large; an effect the other way counts as inactive or inconclusive.

nr | Structure | BAZ2B inh | JMJD2A Tudor | ERG-DNA inh | Tb PGK inh | PI4K2A block | G9a block | GLS inh | Pin1 inh | HP1b binding inh
1 | CC(=Nc1ccc(O)cc1)c1sc2ccccc2c1O | -35% | -10% | -5% | 8% | -11 | 10µM* | -6% | ? | 0%
2 | O=C(CCN1C(=O)c2cccc3cccc(c23)C1=O)Nc1ccccc1 | 2% | 8% | 9% | -9% | 8 | -3%[59 µM] | 1% | 4% | 53%[activator]
3 | COC(=O)[C@]1(CC(C)C)N[C@H](c2ccc(-c3ccc(F)cc3)c(OC)c2)[C@@H]2C(=O)N(C)C(=O)[C@@H]21 | ? | ? | -17% | i | -2 | 17%[2.33 µM] | ? | 18% | 9%
4 | O=C(NCC(c1ccco1)N1CCN(c2ccccc2)CC1)c1ccc2c(c1)OCO2 (stereo unspecified) | -22% | -31% | 5% | 2% | -17 | ? | 2% | -3% | 1%
5 | CC(C)Cn1c(N)c(C(=O)CSc2nnnn2C)c(=O)n(C)c1=O | 0% | 14% | -8% | -8% | 3 | . | 2% | 1% | 38%
6 | Cc1cc2cc(CCNS(=O)(=O)c3ccc(F)cc3)c(=O)[nH]c2cc1C | -6% | -16% | 7% | -1% | 4 | -22% | -5% | 4% | ?
7 | COc1ccc(O)c(C(=O)c2cnn(C(=O)c3cccc(N(C)C)c3)c2)c1 | . | -24% | . | -2% | 3 | . | 11% | -1% | 43%[activator]
8 | Cc1cccc(C)c1NC(=O)CN(C)C(=O)c1ccc(N2C(=O)CCC2=O)cc1 | 11% | -11% | 12% | -13% | -2 | ? | -9% | -1% | 26%
9 | COc1ccccc1C(=O)OCC(=O)c1cccc([N+](=O)[O-])c1 | -9% | -14% | -11% | -13% | -4 | -3%[59 µM] | 0% | 0% | 9%
10 | CC(NC(=O)c1ccccc1)c1nc2ccccc2n1Cc1ccc(C#N)cc1 (stereo unspecified) | -25% | -10% | 0% | i | 6 | -6%[12.7 µM] | 15% | -2% | 11%
11 | O=C(CSc1nc(=O)n(CCCN2CCOCC2)c2c1CCCC2)Nc1cccc([N+](=O)[O-])c1 | 1% | -14% | 2% | 5% | 2 | ? | 6% | 2% | -2%
12 | O=C(Nc1ccc(C(=O)O)cc1)/C(=C\C=C\c1ccccc1)NC(=O)c1ccccc1Cl | -29% | -27% | 8% | -7% | 3 | 31% | -6% | -12% | 2%
13 | O=[N+]([O-])c1cccc(-c2nnc(CNC3CC3)o2)c1 | -1% | -5% | 6% | -3% | -1 | 6% | 0% | -10% | 44%[activator]
14 | COCCNC(=O)C(=O)NCC(c1cccnc1)N1CCN(c2ccccc2F)CC1 (stereo unspecified) | 2% | -1% | 1% | -7% | 2 | -2%[59 µM] | -4% | -10% | 34%
15 | CC(CCc1ccccc1)NC(=O)C(=O)NCCO (stereo unspecified) | 3% | -14% | 3% | 6% | 7 | 9% | 2% | 0% | 24%
16 | Cc1ccc(S(=O)(=O)NNc2nc3ccccc3nc2C(F)(F)F)cc1 | 45µM* | 35µM* | 10% | -6% | -10 | 1.4µM* | 2% | 3% | -85%
17 | Cc1ccc(S(=O)(=O)N2CCCCCC2)cc1C(=O)Nc1cccnc1 | -4% | -4% | 11% | -5% | -3 | 68%[activator] | -2% | -1% | 29%
18 | CC1CCCCC1NC(=O)COC(=O)c1ccc(S(=O)(=O)NCc2ccco2)cc1 (stereo unspecified) | -34% | ? | -1% | -16% | -2 | 13%[59 µM] | -13% | 7% | -15%
19 | O=C(COC(=O)CCC1CCCC1)Nc1cccc(S(=O)(=O)N2CCOCC2)c1 | 5% | -4% | 5% | -4% | -3 | ? | 9% | 4% | 24%
20 | Cc1ccc(-c2nnn(CC(=O)N(Cc3ccco3)C(C(=O)NC(C)(C)C)c3cccs3)n2)o1 (stereo unspecified) | ? | -25% | 0% | -4% | -7 | 13µM* | -8% | 29% | 20%
21 | Cc1ccc(-c2[nH]c3ccccc3c2SCCNC(=O)c2ccc(S(=O)(=O)N(C)C)cc2)cc1 | -9% | -18% | -2% | i | -1 | -40%[59 µM] | 5% | 0% | 19%
22 | COc1cc(C(=O)N2CCc3ccccc32)c([N+](=O)[O-])cc1OC | -24% | -14% | 0% | -4% | -10 | 2% | -3% | -4% | 27%
23 | CCn1c2ccccc2c2cc(CN3CCN(Cc4ccccc4F)CC3)ccc21 | 16µM* | 4µM* | -1% | -10% | -2 | 2µM* | 7% | -10% | ?
24 | COc1ccc(C2CC(=O)Nc3cc(OC)c(OC)cc32)cc1Br (stereo unspecified) | ? | -22% | 0% | -1% | -2 | -25% | -4% | 4% | 1%
25 | COc1cccc2cc(C(=O)OCC(=O)NC3CCCC(C)C3C)c(=O)oc12 (stereo unspecified) | . | -11% | -1% | -6% | -6 | . | -10% | -9% | -2%[57 µM]
26 | O=C(NC1CCCCC1)c1ccc2c(=O)n(CC3CCCO3)c(=O)[nH]c2c1 (stereo unspecified) | 11% | 1% | -1% | -4% | -2 | 14%[59 µM] | 11% | -4% | 20%
27 | CCCOc1ccc(C(=O)CCC(=O)OCC(=O)N2CCN(S(=O)(=O)c3ccc(C)cc3C)CC2)cc1 | . | -10% | 14% | -1% | -2 | . | -3% | 29% | 67%[activator]
28 | Nc1ccc(C(=O)c2cccs2)cc1[N+](=O)[O-] | -28% | -25% | 2% | -8% | 3 | -33% | 6% | 2% | 13%
29 | CC(C)C(=O)Nc1sc2c(c1C#N)CCCCC2 | 9% | -12% | -5% | -5% | 3 | -31%[59 µM] | 22% | -8% | 7%
30 | O=S(=O)(c1cccs1)N1CCc2ccccc21 | -3% | 22% | -1% | -4% | -12 | 10%[12.7 µM] | 1% | -1% | 51%[activator]
31 | COc1ccccc1NC(=O)Cn1c(=O)n(C)c(=O)c2sc3c(c21)COC(C)(C)C3 | -3% | 16% | 2% | -9% | -7 | . | 5% | -8% | 27%
32 | O=c1[nH]c(CN2CCN(C/C=C/c3ccccc3)CC2)nc2cc(Cl)ccc12 | -10% | ? | -9% | 6% | 6 | -41%[12.7 µM] | -2% | -2% | 15%
33 | O=C(CCC(=O)Nc1ccc(F)cc1)N/N=C/c1cccnc1 | 1% | -18% | -7% | -1% | -1 | 11% | -2% | -1% | -6%
34 | Cc1ccc2oc(-c3ccc(NC(=O)c4cccc(F)c4)c(C)c3)nc2c1 | -1% | -11% | 3% | . | -3 | 1%[59 µM] | -1% | -4% | -3%
35 | COC(=O)c1ccccc1NC(=O)CCCCCn1nnc2ccccc2c1=O | 5% | 18% | -2% | . | 0 | -7%[2.33 µM] | -4% | -6% | 92%[activator]
36 | Cc1ccc(-n2nc(CO)c(C(=O)NC(C)c3ccccc3)n2)cc1C (stereo unspecified) | 1% | -15% | 7% | i | 2 | 8%[59 µM] | 2% | 0% | 31%

Looked up one by one from above, 5 records:
nr | Structure | BAZ2B inh | JMJD2A Tudor | ERG-DNA inh | Tb PGK inh | PI4K2A block | G9a block | GLS inh | Pin1 inh | HP1b binding inh
6 | Cc1cc2cc(CCNS(=O)(=O)c3ccc(F)cc3)c(=O)[nH]c2cc1C | -6% | -16% | 7% | -1% | 4 | -22% | -5% | 4% | ?
26 | O=C(NC1CCCCC1)c1ccc2c(=O)n(CC3CCCO3)c(=O)[nH]c2c1 (stereo unspecified) | 11% | 1% | -1% | -4% | -2 | 14%[59 µM] | 11% | -4% | 20%
11 | O=C(CSc1nc(=O)n(CCCN2CCOCC2)c2c1CCCC2)Nc1cccc([N+](=O)[O-])c1 | 1% | -14% | 2% | 5% | 2 | ? | 6% | 2% | -2%
23 | CCn1c2ccccc2c2cc(CN3CCN(Cc4ccccc4F)CC3)ccc21 | 16µM* | 4µM* | -1% | -10% | -2 | 2µM* | 7% | -10% | ?
35 | COC(=O)c1ccccc1NC(=O)CCCCCn1nnc2ccccc2c1=O | 5% | 18% | -2% | . | 0 | -7%[2.33 µM] | -4% | -6% | 92%[activator]

The list goes on:
nr | Structure | BAZ2B inh | JMJD2A Tudor | ERG-DNA inh | Tb PGK inh | PI4K2A block | G9a block | GLS inh | Pin1 inh | HP1b binding inh
37 | O=C(CNC(=O)c1ccccc1F)OC1CCOC1=O (stereo unspecified) | . | -16% | -10% | 2% | 2 | . | 2% | 1% | 41%[activator]
38 | COc1ccc(S(=O)(=O)Nc2ccc3oc4ncccc4c(=O)c3c2)cc1OC | 2% | 1% | 6% | -10% | 3 | . | 2% | 15% | 24%
39 | O=C(N[C@@H](Cc1c[nH]c2ccccc12)C(=O)O)OCC1c2ccccc2-c2ccccc21 | ? | ? | 1% | -10% | -6 | -1%[0.501 µM] | -3% | -15% | -20%
40 | COC(=O)N/N=C/c1ccc(-c2cc(Cl)ccc2Cl)o1 | -10% | -5% | -5% | -1% | -4 | 16%[59 µM] | 7% | 7% | 8%
41 | COC(=O)/C(=C/Nc1cccc2ccccc12)[N+](=O)[O-] | ? | ? | . | . | -3 | 1%[0.501 µM] | -28% | -5% | -23%
42 | COc1ccc(-n2c(SCC#N)nnc2-c2ccc(NS(=O)(=O)c3ccc(C)cc3)cc2)cc1 | -28% | -23% | 0% | 0% | -2 | -6%[59 µM] | 23% | 14% | 11%
43 | Cc1cccc2nc(C(=O)Nc3cccc(C(=O)NC4CC4)c3)cn12 | 11% | -12% | -2% | -8% | -1 | 7%[12.7 µM] | -1% | 3% | 23%

Rows were taken by chance. Share with any hit: about 11%.
